Screening results deposited in PubChem BioAssay by National Center for Advancing Translational Sciences (NCATS).
HCMV inh = qHTS Assay for inhibitors of the human cytomegalovirus (HCMV); 410,000 tested, 4.5% active; AID 1259415, 2018; activity change, negative = inhibition, % at 57.5 µM; HFF cells, HCMV-luciferase reporter, 72 h; hits give low values; in the data active = activity change below about -60%; inconclusive = no clear call, values can overlap the other calls; inactive = above about -39%; note: % is set by controls: 0 for no effect and ±100 for the full control effect
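Two-dose cell screen: HFF monolayers treated with compounds and infected with luciferase-expressing HCMV at 1 PFU/cell, 72 h at 37C, then lysed for luciferase measurement.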
Cycloheximide cs = Cycloheximide Counterscreen for Small Molecule Inhibitors of Shiga Toxin; cell reporter, cycloheximide protein synthesis inhibition counterscreen; max response, %; 300,000 tested, 12% active; in the data active = max response mostly above about 13%, no sharp cut-off; inactive = mostly below about 14%; note: read at 38.3 µM for the half of the compounds with a filed dose; 0% is about no effect
AmpC detergent = qHTS Inhibitors of AmpC Beta-Lactamase (assay with detergent) | P00811 | AmpC hydrolysis of nitrocefin, absorbance 480 nm, 0.01% Triton | 370,000 tested, 0.041% active | Potency, µM (top dose mostly 114 µM), for the others: top-dose activity change, negative = inhibition, actives largely listed as inhibitors | AID 485294, 2010;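 note: potency is the fitted concentration of half-maximal effect; 0% = no-compound wells and -100% = no-enzyme wells; nearly all actives have a fitted effect of over 25% in size; some results filed as inactive show a strong effect at the top dose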
Target sequence (P00811 whole entry, looked up): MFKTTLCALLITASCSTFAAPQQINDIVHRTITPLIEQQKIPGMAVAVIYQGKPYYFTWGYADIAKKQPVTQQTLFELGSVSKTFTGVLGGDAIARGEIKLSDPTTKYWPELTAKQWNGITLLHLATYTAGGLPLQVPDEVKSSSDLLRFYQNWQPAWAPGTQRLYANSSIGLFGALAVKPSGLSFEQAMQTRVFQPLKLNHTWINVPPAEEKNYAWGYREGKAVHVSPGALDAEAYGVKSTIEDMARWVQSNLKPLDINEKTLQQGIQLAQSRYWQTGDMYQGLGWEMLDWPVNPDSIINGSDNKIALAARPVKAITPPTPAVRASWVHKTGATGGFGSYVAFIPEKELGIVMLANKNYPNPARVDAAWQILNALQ
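AmpC (5.3 nM in the dispensed reagent) in 20 mM phosphate pH 7.0 with 0.01% (detergent screen) or 0.0001% Triton X-100 was preincubated with compounds for 15 min at room temperature. Nitrocefin was then added from an 800 uM solution, and hydrolysis was followed at 480 nm.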
AMA1 RON2 block = qHTS for Inhibitors of AMA1-RON; Towards Development of Antimalarial Drug Lead: Primary Screen | AlphaScreen AMA1-biotinylated RON2 peptide binding | Potency, µM (top dose mostly 58.2 µM), inactives show top-dose activity change, negative = inhibition, hits mostly inhibitors | Plasmodium falciparum AMA1 (3D7) - RON2 peptide interaction | AID 720542, 2013 | 360,000 tested, 0.2% active;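 note: potency is the fitted concentration of half-maximal effect; 0% = vehicle wells and -100% = peptide control; nearly all actives have a fitted effect of over 45% in size; some results filed as inactive show a strong effect at the top dose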
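AMA1 (3D7) with his tag at 25 nM final met compounds first, then biotinylated RON2 peptide at 25 nM; detection used donor plus acceptor beads, 10 µg/mL apiece, read by AlphaScreen after 30 min at room temperature.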
FBPA Giardia inh = qHTS Assay for Inhibitors of Fructose-1,6-bisphosphate Aldolase from Giardia Lamblia; A8B2U2; purified Giardia FBPA; Potency, µM (highest dose often 59.6 µM), without a hit: at the top dose activity, negative = inhibition, usual class: inhibitors; 290,000 tested, 0.71% active; note: potency is the fitted concentration of half-maximal effect; % is set by controls: 0 for no effect and ±100 for the full control effect; nearly all actives have a fitted effect of over 55% in size
Target sequence (A8B2U2 whole entry, looked up): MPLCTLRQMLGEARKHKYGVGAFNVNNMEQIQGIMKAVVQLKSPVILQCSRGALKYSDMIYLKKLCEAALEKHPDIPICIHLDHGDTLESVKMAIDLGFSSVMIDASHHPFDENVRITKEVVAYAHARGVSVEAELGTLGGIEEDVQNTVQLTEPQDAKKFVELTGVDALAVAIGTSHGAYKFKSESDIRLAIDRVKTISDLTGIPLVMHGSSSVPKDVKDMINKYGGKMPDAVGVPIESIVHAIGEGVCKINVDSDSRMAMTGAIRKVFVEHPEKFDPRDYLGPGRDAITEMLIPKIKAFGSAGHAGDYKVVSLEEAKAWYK
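40 nM FBPA preincubated 10 min at RT with compound (up to 57.5 uM final), then substrate plus GAPDH/TPI/NAD/arsenate coupling and diaphorase/resazurin added. Fluorescence read after 20 min at RT, 525/598 nm.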
AmpC inh no detg = qHTS Inhibitors of AmpC Beta-Lactamase (assay without detergent); P00811; AmpC nitrocefin hydrolysis, absorbance 480 nm, 0.0001% Triton; Potency, µM (doses to about 57.1 µM), without a hit: at the highest dose activity change, negative = inhibition, actives largely listed as inhibitors; 330,000 tested, 0.52% active;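 note: potency is the fitted concentration of half-maximal effect; plate controls were no compound for no effect and no enzyme for full effect; nearly all actives have a fitted effect of over 20% in size; some results filed as inactive show a strong effect at the top dose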
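AmpC (5.3 nM in the dispensed reagent) in 20 mM phosphate pH 7.0 with 0.01% (detergent screen) or 0.0001% Triton X-100 was preincubated with compounds for 15 min at room temperature. Nitrocefin was then added from an 800 uM solution, and hydrolysis was followed at 480 nm.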
Shiga inhibitor = A qHTS for Small Molecule Inhibitors of Shiga Toxin; 290,000 tested, 9.2% active; Vero cells, Shiga toxin protein synthesis inhibition reporter; AID 2315, 2010; inhibition, % at 38.7 µM; in the data active = inhibition mostly above about 28%, no sharp cut-off; inactive = mostly below about 43%; note: 0% is about no effect
* hit, by the source's call; ? = inconclusive; / = no result given; & = joins results of further samples; [ ] = remark or other dose. Unless noted, calls come from the whole dose curve; as a rule, active = well fitted curve in the direction sought with a large enough effect; inconclusive = small, poorly fitted or top-dose-only effect, or another doubt; inactive = no such curve, though single readings can be large; an effect the other way counts as inactive or inconclusive.

SMILES | HCMV inh | Cycloheximide cs | AmpC detergent | AMA1 RON2 block | FBPA Giardia inh | AmpC inh no detg | Shiga inhibitor
COc1cc2cnc(-c3ccccc3F)cc2cc1OC | 6 | / | / | 10% | / | 92%[activator] | /
CCCCCCCCCCS(=O)(=O)N/N=C/c1ccccc1OC | 2 | -4 | -5% | 1% | 0% | -28% | -8
OC1(c2ccc(F)cc2)CC2CCC(C1)N2Cc1nnnn1C1CCCCC1 (stereo not drawn) | 17 | -2 | ? | -1% | 1% | 183%[activator] | -17
CC(C)N(Cc1ccc(F)cc1)C(=O)c1cc2ccccc2oc1=O | -20 | 43* | 3% | / | -2% | 1% | 55*
COC(=O)c1ccccc1NC(=O)c1ccccc1SC | -38 | 2 | -6% | -14% | -2% | -14% | 4
CCOC(=O)NC(NC(=S)Nc1ccc(OC)cc1)C(Cl)(Cl)Cl (stereo not drawn) | -29 | 1 | ? | -8% | 3% | -53% | -14
Cc1cc(C)cc(NC(=O)CSc2nnc(CNC(=O)c3ccco3)n2C)c1 | 2 | / | 1% | -2% | / | -17% | /
COc1cccc(N2C(=O)CC(N3CCc4ccccc43)C2=O)c1 (stereo not drawn) | 85 | 24* | -5% | 6% | 2% | 1% | 35*
CCCCn1c(=O)[nH]c(=O)c2c1nc(-c1ccccn1)n2CC | 81 | -2 | -4% | 13% | -3% | -17% | -11
Nc1nonc1C(=O)NCCNc1ccc([N+](=O)[O-])cn1 | 33 | -3 | -5% | 15% | 0% | -10% | -23
CCOc1ccc(C[C@H]2NC(=O)CCSSC[C@@H](C(=O)N3CCC[C@H]3C(=O)N[C@@H](CCCN)C(=O)NCC(N)=O)NC(=O)[C@H](CC(N)=O)NC(=O)[C@H]([C@@H](C)O)NC(=O)[C@H]([C@@H](C)CC)NC2=O)cc1 | / | -10 | / | / | 2% | / | 19
COc1ccc([C@H]2C=C3CN(C(=O)OC(C)(C)C)S(=O)(=O)[C@H]3C[C@H]2OC(=O)c2ccc(C(F)(F)F)cc2)cc1 | 37 | -5 | 4% | -5% | -7% | -15% | -4
COc1ccc(N2C(=O)N(Cc3ccccc3F)c3ccccc3S2(=O)=O)cc1 | / | 7 | ? | / | 3% | -16% | -4
O=c1cc(/C=C/c2c(F)cccc2Cl)[nH]c2ccccc12 | 62 | 54* | -11% | 1% | -8% | -20% | 63*
CC(C)(C)c1ccc(C(=O)Nc2ccc(CN3CCS(=O)(=O)CC3)cc2)cc1 | -80* | 17* | -4% | 0% | -1% | 99%[activator] | 36
COc1ccc(N(CC(=O)Nc2ccccc2SC)S(C)(=O)=O)cc1OC | 20 | -1 | -1% | -7% | 0% | 24% | 39
O=C(CN(Cc1ccccc1)S(=O)(=O)c1ccccc1)N/N=C/c1ccccc1C(=O)O | -19 | -3 | -7% | 8% | -1% | -34% | -14
Cc1sc(NC(=O)COc2ccccc2)c(C#N)c1-c1ccccc1 | 35 | 23* | -13% | 0% | -1% | -30% | -5
CCOC(=O)N1CCC(NC(=O)Cn2cc3c(n2)CCC(C)C3)CC1 (stereo not drawn) | -4 | -2 | -5% | 6% | -1% | 19% | 9
O=C1NN=C(c2ccc(Cl)cc2)CC1c1cccc(Cl)c1 (stereo not drawn) | 1 | 6 | 2% | -4% | -1% | -8% | -22

Shown as tab-separated lines: entries from further up
smiles	HCMV inh	Cycloheximide cs	AmpC detergent	AMA1 RON2 block	FBPA Giardia inh	AmpC inh no detg	Shiga inhibitor
CC(C)N(Cc1ccc(F)cc1)C(=O)c1cc2ccccc2oc1=O	-20	43*	3%	/	-2%	1%	55*
COC(=O)c1ccccc1NC(=O)c1ccccc1SC	-38	2	-6%	-14%	-2%	-14%	4

Going on with the list.
SMILES | HCMV inh | Cycloheximide cs | AmpC detergent | AMA1 RON2 block | FBPA Giardia inh | AmpC inh no detg | Shiga inhibitor
COc1ccc(CC(=O)NC(=S)NNC(=O)COc2c(C)cccc2C)cc1 | -27 | -2 | ? | 47%[activator] | ? | -23% | 13
O=C(CSc1ccsc1[N+](=O)[O-])NCc1ccco1 | -21 | 6 | -12% | 9% | -9% | -13% | 10
CCN1c2ccccc2N(C)C1(C)c1ccccc1 (stereo not drawn) | / | -3 | ? | 32µM* | ? | 33% | -12
O=C(CSc1nnc(Nc2ccccc2)s1)NC1CCS(=O)(=O)C1 (stereo not drawn) | 3 | / | / | -2% | / | -12% | /
COC(=O)c1cccc(C23CC4(C2)[C@H](CN(C)[C@@H]4c2ccccc2)C3c2ccccc2)c1 (stereo partly drawn) | 19 | 11 | -14% | ? | 2%&8% | 61%[activator] | -7
Cc1cc(NC(=O)CCC(=O)N(Cc2ccco2)C(C(=O)NC2CCCCC2)c2cccs2)no1 (stereo not drawn) | -18 | 0 | 0% | 5% | 2% | -3% | -16
S=C(NCc1ccc(Cl)cc1)NCc1ccco1 | 5 | 11 | ? | 21% | -22% | -37% | 27
CC1CN(C(=O)c2ccc(COc3ccccc3Br)o2)CC(C)O1 (stereo not drawn) | -36 | -3 | -7% | -17% | 1% | 87%[activator] | 5
CC(O/N=C\c1ccccc1O)C(=O)Nc1ccccc1C(=O)N1CCOCC1 (stereo not drawn) | -4 | 4 | 2% | -5% | 17% | -39% | -8
Fc1cccc(Nc2nc3ccccc3n3cnnc23)c1 | 70 | 1 | -1% | 11% | -1% | -4% | -4
O=[N+]([O-])c1ccc(N2CCCC2)c2ccncc12 | 12 | 2 | -2% | -4% | -23% | -20% | 9
COc1ccc(S(=O)(=O)N2CCOCC2)cc1NC(=O)CSc1ccccc1 | -23 | -3 | -1% | 21% | 3% | -4% | -9
c1cc2c3c(cccc3c1)C(N1CCOCC1)=N2 | 24 | 15 | 2% | -13% | ? | -13% | -13
COc1ccc(NC(=O)C2CCCN2S(=O)(=O)c2ccc(F)cc2)cc1 (stereo not drawn) | 9 | -2 | -6% | 0% | 4% | -5% | -9
CCc1ccc(NC(=O)C(C)OC(=O)/C=C/c2cccc([N+](=O)[O-])c2)cc1 (stereo not drawn) | 8 | 59* | -4% | -14% | 3% | -27% | 15
COc1ccc(CN2CCNC(=O)C2CC(=O)N2CCc3ccccc3C2)c(OC)c1 (stereo not drawn) | -30 | -2 | -4% | -18% | -19% | 82%[activator] | -20
CCOC(=O)CCC(NC(=O)CCCCCCCC(=O)NC(CCC(=O)OCC)C(=O)OCC)C(=O)OCC (stereo not drawn) | -35 | 1 | -9% | 1% | 0% | 44% | -4
O=C(O)CCNS(=O)(=O)c1ccc(Oc2ccccc2)cc1 | 13 | -1 | 1% | 7% | 25% | -4% | -11
CC(C)(C)NC(=O)CSc1nnc(Cc2ccccc2)n1CC1CCCO1 (stereo not drawn) | ? | -5 | 6% | -3% | 2% | -10% | 11
O=C(CSC(=S)N1CCOCC1)Nc1ccc(S(=O)(=O)Nc2ncccn2)cc1 | -20 | 9 | -11% | -11% | ? | -6% | -5
CCOC(=O)C(C)NC(=O)CCc1nnc2ccc(N3CCC(C)CC3)nn12 (stereo not drawn) | 3 | -3 | 0% | -2% | 1% | 48% | -15
CC1Oc2cc3c(-c4c(O)cc(O)c5c(O)c6c(cc45)OC(C)C(C)C6=O)c(O)cc(O)c3c(O)c2C(=O)C1C (stereo not drawn) | / | 7 | ? | -15% | ? | 22µM* | -3
COc1ccc(NC(=O)N2CCN(C(=O)Nc3ccc(OC)cc3)CC2)cc1 | 16 | -3 | 5% | 0% | 3% | -9% | 0
CNC(=S)N(CCc1c(C)[nH]c2ccc(C)cc12)Cc1cccnc1 | -39 | 1 | -5% | -12% | 9% | 42% | 13
CCCN(CCC)c1nc(Cl)nc(NCc2ccco2)n1 | 2 | -1 | -3% | 2% | 3% | 0.16µM* | 35
Cc1ccc(CCNS(=O)(=O)c2cnc[nH]2)cc1 | 32 | 0 | 0% | -12% | 9% | -20% | 39
O=C(C[C@H]1C/C=C/CC[C@@H](Cc2ccc(F)cc2)C(=O)O[C@@H](c2ccccc2)CNC1=O)NCCO | 18 | / | / | 11% | / | 179%[activator] | /
CCN(CC)CCCC(C)NC(=O)c1cc(=O)c2ccccc2o1 (stereo not drawn) | -28 | -3 | 3% | -4% | -4% | -17% | -14
CCNC(=O)COC(=O)c1cc(S(=O)(=O)N2CCCc3ccccc32)ccc1Cl | -38 | -2 | -4% | 1% | -13% | 61%[activator] | -5
CCN(C(=O)C1CSC2(C)CCC(=O)N12)c1nc2c(C)cccc2s1 (stereo not drawn) | -29 | / | 0% | 4% | / | -14% | /
CCC(C)n1cnc2c(=O)oc3ccccc3c21 (stereo not drawn) | 2 | -1 | -13% | 7% | 4% | -4% | -16
Cc1cccnc1NC(=O)c1ccc2c(c1)NC(=O)C(C)S2 (stereo not drawn) | -27 | / | -21% | 4% | / | -16% | /
O=C(CSc1nc(O)c(C2CCCCC2)c(=O)[nH]1)Nc1ccc(F)cc1 | -3 | -7 | -16% | 23% | 7% | -33% | 31
COc1ccc(C(=O)Nc2ccc3ccccc3n2)c(OC)c1OC | -35 | 51* | -3% | -5% | -3% | 10% | 74*
O=C(O)COc1ccccc1Cc1ccccc1 | -9 | -3 | -2% | 5% | 17% | -8% | -10
CN(C)S(=O)(=O)c1cccc(NC(=O)CN2C(=O)C3C4C=CC(C4)C3C2=O)c1 (stereo not drawn) | -39 | -3 | 3% | 16%[11.6 µM] | 0% | 2% | 15
COc1ccc(CCNC(=O)C2CCCN(C(=O)c3ccc(Cl)cc3)C2)cc1 (stereo not drawn) | -34 | 5 | -11% | 5% | 1% | 42% | -5
CCOC(=O)NC(=O)CSc1ccc2ccccc2n1 | -4 | 3 | ? | 9% | 13% | -16% | 12
N#Cc1cn(CC(=O)O)c2ccccc12 | 49 | -3 | ? | 0% | -6% | 2% | 3
Cc1nc(-c2cccc(NC(=O)Cc3ccccc3)c2)cs1 | -1 | 32* | ? | -17% | -3% | -36% | 23

Rewritten with two lines to a compound: five of the compounds above
Every second line gives: HCMV inh, Cycloheximide cs, AmpC detergent, AMA1 RON2 block, FBPA Giardia inh, AmpC inh no detg, Shiga inhibitor
> CCCCn1c(=O)[nH]c(=O)c2c1nc(-c1ccccn1)n2CC
→ 81, -2, -4%, 13%, -3%, -17%, -11
> Fc1cccc(Nc2nc3ccccc3n3cnnc23)c1
→ 70, 1, -1%, 11%, -1%, -4%, -4
> COc1ccc(NC(=O)C2CCCN2S(=O)(=O)c2ccc(F)cc2)cc1 (stereo not drawn)
→ 9, -2, -6%, 0%, 4%, -5%, -9
> COc1ccc(C(=O)Nc2ccc3ccccc3n2)c(OC)c1OC
→ -35, 51*, -3%, -5%, -3%, 10%, 74*
> CNC(=S)N(CCc1c(C)[nH]c2ccc(C)cc12)Cc1cccnc1
→ -39, 1, -5%, -12%, 9%, 42%, 13
